# Source: PubChem BioAssay
# AID2073 – inhibitors of Mint1-CaV2.2 protein interaction, biochemical, HTRF (AID 2073); HTRF protein-protein interaction, Mint1-CaV2.2; higher % means a stronger effect; inhibition, % at 20 µM; hits with a dose series show IC50 in µM; 290,000 tested, 0.19% active; in the data active means inhibition mostly above about 51%, no sharp cut-off; inconclusive means no clear call, values can overlap the other calls; inactive means mostly below about 53%; further: some results filed as inactive read as strong as hits
# NTR1 ag – agonists of NTR1, primary screen, imaging, U2OS cells, beta-arrestin-GFP, high content (AID 493036); 330,000 tested, 0.17% active; NTR1-U2OS beta-arrestin-GFP spot imaging, agonist mode; P30989; activation, % at 20 µM;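 active means activation at or above 40% of the spot to cytoplasm intensity ratio, with at least 20 cells analyzed; inconclusive means wells under 20 cells, flagged as cytotoxic or low count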;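 further: 0% = DMSO without peptide and 100% = 100 nM NTR1 peptide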
# Target sequence (P30989 whole entry, looked up): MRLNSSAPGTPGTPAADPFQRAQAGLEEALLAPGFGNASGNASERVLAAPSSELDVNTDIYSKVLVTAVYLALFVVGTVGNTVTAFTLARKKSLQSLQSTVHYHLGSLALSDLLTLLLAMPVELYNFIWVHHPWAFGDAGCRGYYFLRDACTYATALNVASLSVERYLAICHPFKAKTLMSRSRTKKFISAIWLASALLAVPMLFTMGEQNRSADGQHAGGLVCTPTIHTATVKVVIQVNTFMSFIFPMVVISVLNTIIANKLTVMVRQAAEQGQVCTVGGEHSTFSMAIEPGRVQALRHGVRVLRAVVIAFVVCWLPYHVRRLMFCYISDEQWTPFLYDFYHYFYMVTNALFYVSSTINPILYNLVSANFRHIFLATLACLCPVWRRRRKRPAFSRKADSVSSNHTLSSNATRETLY
# Large T inhibition – TAg ATPase/helicase activity blockers – biochemical (AID 1903); SV40 large T antigen ATPase/helicase inhibition assay; higher % means a stronger effect; inhibition, % at 20 µM, or IC50 in µM where a hit was titrated; 310,000 tested, 0.39% active; in the data active means a potency from the dose series; inconclusive means inhibition mostly from about 32% at the one dose, without a potency; inactive means the rest, 99 in 100 with inhibition below about 32%; further: strong numbers were not always called active
# MgcRacGAP inhibition – MgcRacGAP GTPase-activating activity inhibitors, confirmation, biochemical, ADP Hunter fluorescence. MgcRacGAP-stimulated Rac1 GTP hydrolysis, ADP Hunter fluorescence; higher % means a stronger effect; GST-tagged Rac1 F28L mutant substrate. one-dose inhibition, % at 30 µM; IC50 in µM for titrated hits. 340,000 tested, 0.6% active. AID 624330;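 active means first-screen hits whose inhibition reached a set limit at any dose in the follow-up dose series; inconclusive means inhibition above the set first-screen limit but never retested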;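 further: fluorescence reports GDP produced by GAP-driven GTP hydrolysis; strong numbers were not always called active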
# UTI89 phage lysis – inhibition of K1F phage lysis, E. coli UTI89, bacterial capsule biogenesis inhibitors, alamar blue (AID 488966); E. coli UTI89 K1F phage lysis, alamar blue, 2 h; higher % means a stronger effect; inhibition, % at 100 µM; hits with a dose series show IC50 in µM; 340,000 tested, 0.02% active;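 active means phage lysis inhibition, versus mean bacterial control, above a set limit; inconclusive means no clear call, values can overlap the other calls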;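 further: capsule biogenesis inhibitors block K1F phage lysis so surviving cells raise fluorescence; higher fluorescence means more inhibition of phage lysis; actives were called in the ten point dose series up to 300 µM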
# RSV antiviral HEp-2 – RSV antiviral activity via CPE protection, HEp-2 cells, primary 10 µM value included (AID 2391); CPE inhibition, % at 10 µM; hits with a dose series show IC50 in µM; HEp-2 cells, RSV-induced CPE inhibition; higher % means a stronger effect; 310,000 tested, 0.13% active; in the data active means a potency from the dose series; inconclusive means CPE inhibition mostly from about 23% at the one dose, without a potency; inactive means the rest, 99 in 100 with CPE inhibition below about 21%; further: strong numbers were not always called active
# Dengue-2 NS5 capping – flavivirus cap methylation enzyme inhibition – biochemical, confirmation dose response, primary screen (AID 588689); Dengue-2 NS5 methyltransferase capping enzyme assay, biochemical; higher % means a stronger effect; inhibition, % at 25 µM, or IC50 in µM where a hit was titrated; 340,000 tested, 0.3% active; in the data active means a potency from the dose series; inconclusive means inhibition above about 29% without an active follow-up result
# West Nile virus CPE – West Nile virus antiviral activity, cell-based, CPE readout (AID 1621); 290,000 tested, 0.02% active; West Nile virus-infected cells, CPE inhibition; higher % means a stronger effect; CPE inhibition, % at 10 µM, or IC50 in µM where a hit was titrated; in the data active means a potency from the dose series; inconclusive means CPE inhibition mostly from about 3.7% at the one dose, without a potency; inactive means the rest, 99 in 100 with CPE inhibition below about 2.2%; further: strong numbers were not always called active
# Siah-1 displacement – Siah-1 peptide-binding antagonists, primary screen, biochemical, fluorescence polarization, rhodamine-plectin, uHTS (AID 1817); displacement, % at 20 µM; hits with a dose series show IC50 in µM; 290,000 tested, 0.02% active; Siah-1 / rhodamine-plectin peptide fluorescence polarization; higher % means a stronger effect;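 active means displacement of at least 50% at 20 µM, with a fluorescence ratio check between 0.3 and a set limit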;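 further: plate controls were Siah plus tracer with DMSO for no effect and tracer alone without Siah for full effect; strong numbers were not always called active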
# NTR1 ag cell count 20 µM – further read-out of NTR1 ag, marked with its call; cell count; measured here: cell count, cytotoxicity flag
# Dengue-2 NS5 capping pilot replicate – also measured in Dengue-2 NS5 capping; calls as there; inhibition, %; measured here: pilot screen replicate inhibition
# Active calls of the source: *; i = inactive; ? = inconclusive; . = no result given; [ ] = dose if it differs, or a comment.
SMILES,AID2073,NTR1 ag,NTR1 ag cell count 20 µM,Large T inhibition,MgcRacGAP inhibition,UTI89 phage lysis,RSV antiviral HEp-2,Dengue-2 NS5 capping,West Nile virus CPE,Siah-1 displacement,others
C/C(Cl)=C/Cn1c(N2CCCC2)nc2c1c(=O)[nH]c(=O)n2C,-10.9%,0.9,54,9.5%,12.2%,0.1%,0.7%,-8.6%,-0.9%,1.2%,
O=C(CSc1nccc(=O)[nH]1)N1c2ccccc2CCc2ccccc21,-1.0%,1.1,48,6.3%,11.8%,0.0%,1.3%,-2.1%,-0.7%,0.8%,
CC(C)C(NC(=O)c1ccc(F)cc1)C(=O)NCC1CCCO1 (stereo not drawn),-1.3%,-0.1,61,14.3%,12.2%,0.1%,-0.2%,-3.5%,0.2%,3.5%,
c1coc(CNc2ncnc3nc[nH]c23)c1,4.6%,0.8,66,4.3%,-5.2%,-1.2%,1.7%,-7.5%,0.1%,-1.9%,
O=C(COc1ccccc1Cl)Nc1nc(-c2ccncc2)cs1,.,7.5,55,.,1.3%,0.3%,.,-2.3%,.,.,
Cc1ccc(SCCN2CCC(C)CCC2=O)cc1 (stereo not drawn),-4.5%,-1.5,101,20.7%,7.2%,4.6%,3.7%,4.0%,-0.3%,0.5%,
CCC(NC(=O)c1cc(COc2ccc(OC)cc2Cl)on1)c1ccncc1 (stereo not drawn),6.1%,-0.3,57,24.0%,13.2%,-0.1%,5.9%,3.9%,-0.7%,3.9%,
Cc1cc(C)c2c(N)c(C(=O)c3cccc(Cl)c3)sc2n1,4.7%,4.4,50,3.9%,-6.1%,1.2%,2.3%,0.7%,1.2%,0.9%,
Cc1ccc(C2=[N+]([O-])C3(CCCCC/C3=N\NC(N)=S)N(O)C2(C)C)o1 (stereo not drawn),-6.5%,0.9,30,0.2%,.,.,0.2%,.,.,-3.5%,
NC(=O)C(=O)N/N=C/c1c[nH]c2ccc(Br)cc12,15.7%,1.4,44,3.6%,1.1%,0.1%,3.1%,-6.2%,-0.5%,7.4%,

# Nothing new here: 6 of the compounds above.
SMILES,AID2073,NTR1 ag,NTR1 ag cell count 20 µM,Large T inhibition,MgcRacGAP inhibition,UTI89 phage lysis,RSV antiviral HEp-2,Dengue-2 NS5 capping,West Nile virus CPE,Siah-1 displacement,others
C/C(Cl)=C/Cn1c(N2CCCC2)nc2c1c(=O)[nH]c(=O)n2C,-10.9%,0.9,54,9.5%,12.2%,0.1%,0.7%,-8.6%,-0.9%,1.2%,
O=C(CSc1nccc(=O)[nH]1)N1c2ccccc2CCc2ccccc21,-1.0%,1.1,48,6.3%,11.8%,0.0%,1.3%,-2.1%,-0.7%,0.8%,
CC(C)C(NC(=O)c1ccc(F)cc1)C(=O)NCC1CCCO1 (stereo not drawn),-1.3%,-0.1,61,14.3%,12.2%,0.1%,-0.2%,-3.5%,0.2%,3.5%,
c1coc(CNc2ncnc3nc[nH]c23)c1,4.6%,0.8,66,4.3%,-5.2%,-1.2%,1.7%,-7.5%,0.1%,-1.9%,
O=C(COc1ccccc1Cl)Nc1nc(-c2ccncc2)cs1,.,7.5,55,.,1.3%,0.3%,.,-2.3%,.,.,
Cc1ccc(SCCN2CCC(C)CCC2=O)cc1 (stereo not drawn),-4.5%,-1.5,101,20.7%,7.2%,4.6%,3.7%,4.0%,-0.3%,0.5%,

# More entries follow.
SMILES,AID2073,NTR1 ag,NTR1 ag cell count 20 µM,Large T inhibition,MgcRacGAP inhibition,UTI89 phage lysis,RSV antiviral HEp-2,Dengue-2 NS5 capping,West Nile virus CPE,Siah-1 displacement,others
Cc1cc(N2CCCC2)nc(SCC(=O)c2ccccc2)n1,10.9%,1.6,46,-4.0%,10.1%,1.0%,1.2%,-2.8%,-0.1%,-1.0%,
CN(C(=O)COC(=O)CN1C(=O)c2ccccc2C1=O)c1c(N)n(Cc2ccccc2)c(=O)[nH]c1=O,.,1.7,71,33.1%,2.2%,-0.7%,5.6%,-4.4%,.,.,
Cc1cccc(C)c1NC(=O)C(=O)NCC1CCCN1S(=O)(=O)c1ccccc1 (stereo not drawn),.,-0.5,85,1.2%,9.6%,0.4%[50 µM],1.5%,2.9%,.,.,
CCOc1ccc(-c2nc(N)ncc2Oc2cccc(OC)c2)c(O)c1,1.2%,16.5,20,7.4%,5.4%,-0.8%,2.1%,2.1%,1.1%,1.3%,
N/C(=N\c1nc(CSc2ccccn2)cc(=O)[nH]1)Nc1ccc(Cl)cc1Cl,15.2%,2.5,73,6.1%,7.5%,0.2%,0.8%,-1.6%,0.0%,18.6%,
Cc1onc(-c2ccccc2)c1C(=O)Nc1ccc2c(c1)OCO2,14.2%,-0.1,51,13.1%,3.8%,0.0%,-0.3%,-0.7%,-0.1%,-4.8%,
Cc1cc2n(n1)SC(Nc1cc(Cl)ccc1Cl)N2 (stereo not drawn),-7.6%,2.5,84,3.5%,7.3%,1.4%,0.9%,-6.2%,0.1%,20.2%,Dengue-2 NS5 capping pilot replicate=-3.3
Cc1ccc(NC(=O)c2ccc3nsnc3c2)c(C)c1,-2.2%,-1.1,50,3.1%,3.4%,0.5%,1.7%,-3.5%,-0.2%,1.4%,
Cc1cc([N+](=O)[O-])nn1CCCC(=O)N1CCN(c2ccccc2)CC1,-1.8%,-0.4,86,11.0%,-5.0%,0.2%,0.3%,1.8%,-1.1%,7.1%,
CC1(C)C2CCC1(CS(=O)(=O)N1CCN(c3ccccc3F)CC1)C(=O)C2 (stereo not drawn),-3.2%,-0.7,67,5.5%,8.2%,2.1%,1.7%,-3.2%,-0.3%,-3.2%,
Cc1ccc(-c2ccnc3nc(-n4cccc4)nn23)o1,34.2%,-1.8,23,10.9%,3.3%,1.1%,6.0%,-11.1%,-0.1%,-5.0%,
Cc1ccc(N2CN=c3s/c(=C\c4ccccn4)c(=O)n3C2)cc1,31.3%,-3.5,101,0.3%,5.8%,-0.4%,-0.7%,0.0%,-0.5%,-2.7%,
COc1ccc(NC(=O)CSc2ccc(NC(C)=O)cc2)cc1S(=O)(=O)N1CCCCC1,-3.8%,-0.6,61,18.9%,13.4%,3.3%[50 µM],9.3%,-1.6%,-0.3%,-3.4%,
Cc1ccc(S(=O)(=O)CCC(=O)N2CCc3ccccc32)cc1,-3.7%,0.4,51,2.8%,9.3%,-0.1%,2.6%,4.8%,.,-1.3%,
Cc1ccc(/C=C/C(=O)c2ccccc(=O)c2O)c(C)c1,11.6%,6.4,83,8.1%,12.1%,0.6%,1.3%,5.8%,?,15.5%,
COc1cc(OC)cc(C(=O)NNS(=O)(=O)c2ccc(F)cc2)c1,36.8%,-0.3,55,3.7%,5.2%,1.6%,1.3%,3.3%,0.3%,5.0%,Dengue-2 NS5 capping pilot replicate=-1.2
Cc1ccc(S(=O)(=O)c2nc(S(C)(=O)=O)sc2N2CCC(C(N)=O)CC2)cc1,0.2%,0.0,75,9.7%,4.7%,0.0%,1.3%,-8.0%,0.0%,4.8%,
CC(C)Oc1ccc(C2CC(=O)N(C)C2=O)cc1 (stereo not drawn),-0.7%,-0.2,39,10.0%,6.7%,-0.2%,0.7%,-3.3%,-0.6%,5.0%,Dengue-2 NS5 capping pilot replicate=1.2
COc1cc2[nH]c(=S)nc(NC3CCCC3)c2cc1OC,-21.1%,.,.,1.4%,.,.,.,.,-0.8%,-3.8%,
Cc1ccc(Cl)cc1NC(=O)NCCN1CCCCC1,2.7%,-0.7,64,25.3%,13.2%,0.4%,0.4%,-5.9%,-0.7%,4.9%,
COc1ccc(-c2csc(N=C(N)N)n2)cc1,-8.0%,2.1,63,7.7%,8.3%,0.4%,3.0%,2.9%,0.1%,-4.3%,
Cn1nnnc1SCC(=O)Nc1nc2ccccc2s1,1.3%,-0.4,37,4.5%,3.4%,i,0.2%,0.8%,-0.1%,15.5%,
CCOc1ccc(N2C(=O)CC(NC3CCCCNC3=O)C2=O)cc1 (stereo not drawn),5.5%,9.2,53,5.5%,2.0%,-0.3%,-0.6%,2.1%,0.1%,10.5%,
O=C(c1ccc(F)cc1)N1CCC(C(=O)N2CCN(S(=O)(=O)c3ccccc3Br)CC2)CC1,.,2.4,54,15.0%,12.6%,1.2%[50 µM],0.8%,-1.4%,.,.,
Cc1ccc(NC(=O)CN(C)CC(=O)Nc2cccc(F)c2)cc1S(=O)(=O)N1CCCCCC1,-3.7%,17.9,54,4.8%,28.6%,0.2%,10.5%,-3.0%,-1.5%,2.7%,
CCC(C(=O)OCC(=O)c1ccc2c(c1)NC(=O)CO2)c1ccccc1 (stereo not drawn),16.3%,2.7,59,-3.0%,-4.5%,0.1%,20.7%,-6.8%,0.9%,9.5%,
COc1ccc(CCNC(=S)Nc2cc(C)ccc2C)cc1,-2.8%,0.4,82,14.8%,0.4%,1.4%[50 µM],13.0%,-3.5%,-0.1%,-1.1%,
Cc1cc(C)nc(N2CCCC(C(=O)Nc3ccc(F)cc3)C2)n1 (stereo not drawn),2.2%,0.4,39,21.7%,4.3%,0.0%,1.2%,-1.7%,0.0%,-8.5%,
COc1cc(C(=O)NCC(=O)OCc2ccc(F)cc2)cc(OC)c1OC,.,-1.5,50,.,1.2%,0.3%[50 µM],.,-8.9%,.,.,
O=C(c1cccnc1)N1CCc2ccccc21,4.5%,-0.1,43,8.4%,5.0%,6.3%,1.5%,-4.0%,0.2%,0.3%,
O=C(NCCC1CCCCN1S(=O)(=O)c1ccccc1)C(=O)NCc1ccco1 (stereo not drawn),.,0.4,73,14.4%,3.0%,0.8%[50 µM],0.8%,-0.7%,.,.,
COC(=O)c1sc(N2C(=O)C(=O)/C(=C(/O)c3ccccc3)C2c2ccco2)nc1C (stereo not drawn),-2.9%,0.9,95,-1.1%,3.5%,-0.1%,1.9%,7.1%,-0.5%,-2.3%,
CN(CC(=O)Nc1cccc(F)c1)C(=O)c1cccc(S(=O)(=O)N2CC3(C)CC2CC(C)(C)C3)c1 (stereo not drawn),.,2.8,62,-0.2%,6.5%,0.1%[50 µM],9.3%,-5.1%,.,.,
COc1ccc(NC(=O)c2cc3ccccc3o/c2=N\NS(=O)(=O)c2ccc(C)cc2)cc1,7.2%,7.1,42,5.5%,-18.4%,0.2%,0.9%,1.8%,?,10.6%,
Cc1ccc(CCNC(=O)CNC(=O)c2cccs2)cc1,10.0%,1.3,65,8.6%,8.5%,0.2%,1.4%,0.0%,-0.1%,5.0%,
c1ccc(-c2csc(NC3=NCCCCC3)n2)cc1,-4.2%,-1.8,90,-1.4%,3.8%,0.3%,8.0%,-1.8%,-0.9%,3.4%,
